Screening data: PubChem, National Center for Advancing Translational Sciences (NCATS)
HT1080-NT tox: kills 2HG-producing HT-1080-NT fibrosarcoma cells; HT-1080-NT fibrosarcoma viability, CellTiter-Glo ATP luminescence, 48 h; Potency, µM (series often up to 46.1 µM), inactives show at the highest dose activity, negative = less viability, actives largely listed as cytotoxic; 360,000 compounds, 1.6% hits; AID 686970;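 further: NT is the 2HG producing partner of a matched IDH1 knockdown line; 0% = DMSO-treated cells and -100% = media-only wells without cells; nearly all actives have a fitted effect of over 55% in size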
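Compounds were tested in concentration-response format on HT-1080-NT cells for 48 hours at 37 degrees C. Cell viability came from CellTiter-Glo luminescence; curves were classified by r2, response magnitude and activity.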
KB-V1 MDR tox: KB-V1 MDR subline cytotoxicity; KB-V1 MDR cells viability, CellTiter-Glo, 72 h; Potency, µM (highest dose often 46.1 µM), without a hit: top-dose activity change, negative = cytotoxicity, most hits filed as cytotoxic; 400,000 compounds, 3.4% hits; further: on the % scale 0 is the no-effect control and ±100 the full control effect; nearly all actives have a fitted effect of over 60% in size
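In this primary screen, KB-V1 cells overexpressing P-gp are incubated with library compounds (lowest to highest concentration) for 72 h at 37 degrees C before a luminescent ATP viability read.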
TDP43 rescue: TDP-43 toxicity inhibition in yeast | 410,000 compounds, 1.8% hits | Potency, µM (doses to about 46.1 µM), without a hit: at the highest dose growth rescue (activation), most hits filed as activators | TDP-43 expressing yeast growth rescue, BacTiter-Glo, 24 h; further: % of control where 0% means no effect; nearly all actives have a fitted effect of over 50% in size
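Yeast cells expressing TDP-43 under galactose induction are exposed to compounds for 24 hr at 30 deg C. BacTiter-Glo luminescence measures growth, so protective compounds score as activators.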
GLP-1R inv ag: acts as inverse agonist at human GLP-1 receptor; AID 624417; Potency, µM (series often up to 38.3 µM), for inactives: at the highest dose activity change, negative = inhibition, hits mostly inhibitors; HEK293 GLP-1R CRE-luciferase, luminescence, 24 h; GLP-1R form is constitutively active; 410,000 compounds, 1.6% hits; further: on the % scale 0 is the no-effect control and ±100 the full control effect; nearly all actives have a fitted effect of over 55% in size
Target sequence (P43220 whole entry, looked up): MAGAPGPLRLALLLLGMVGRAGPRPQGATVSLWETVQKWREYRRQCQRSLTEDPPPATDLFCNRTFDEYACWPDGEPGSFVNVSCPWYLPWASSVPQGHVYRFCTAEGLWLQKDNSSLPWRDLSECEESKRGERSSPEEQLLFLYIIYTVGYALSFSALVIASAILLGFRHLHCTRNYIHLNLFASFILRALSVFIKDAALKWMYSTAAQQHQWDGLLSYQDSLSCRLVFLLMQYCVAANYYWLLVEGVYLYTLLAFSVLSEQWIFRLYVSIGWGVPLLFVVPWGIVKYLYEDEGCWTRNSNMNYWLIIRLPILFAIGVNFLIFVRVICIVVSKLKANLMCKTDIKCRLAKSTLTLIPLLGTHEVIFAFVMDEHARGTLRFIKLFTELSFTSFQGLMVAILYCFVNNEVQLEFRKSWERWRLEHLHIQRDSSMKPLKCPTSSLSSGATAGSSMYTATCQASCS
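GLP-1R inverse agonism mode: basal reporter luminescence in engineered HEK293 cells measured after one day of compound exposure at 37 deg C, with a 12 min room-temperature detection step.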
HT1080 IDH1KD tx: HT-1080 IDH1 knockdown cell toxicity (counter line). HT-1080 IDH1 knockdown viability, ATP luminescence, 48 h. 360,000 compounds, 2% hits. Potency, µM (titrated, usually from 46.1 µM), without a hit: at the top dose activity, negative = toxicity, most hits filed as cytotoxic. AID 686971;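 further: 0% = DMSO wells and -100% = cell-free medium wells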
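Viability of IDH1-knockdown HT-1080 fibrosarcoma cells was assessed by CellTiter-Glo after 48 h at 37 °C with titrated compound; concentration-effect curves were classified by fit quality and response size.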
SW480 rerep: DNA re-replication induction in SW480 cells. 340,000 compounds, 1.8% hits. Potency, µM (highest dose often 46.1 µM), for the others: at the top dose re-replication activation, actives largely listed as activators. SW480 DNA re-replication, Hoechst DNA content imaging, 48 h; further: % of control where 0% means no effect; nearly all actives have a fitted effect of over 55% in size
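Treated cells incubate 48 hr (37 C, 5% CO2), are stained 40 min with Hoechst, and nuclear fluorescence is enumerated; a rise in nuclei with high DNA signal marks re-replication.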
KB-3-1 cytotox: kills parental KB-3-1 adenocarcinoma cells; KB-3-1 viability, CellTiter-Glo ATP luminescence, 72 h; Potency, µM (titrated, usually from 46.1 µM), inactives show top-dose activity change, negative = cytotoxic, hits mostly cytotoxic; 400,000 compounds, 1.4% hits; further: on the % scale 0 is the no-effect control and ±100 the full control effect; nearly all actives have a fitted effect of over 60% in size
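72 h, 37 °C compound treatment of KB-3-1 parental cells; CellTiter-Glo added, 10 min, luminescence read. Data corrected against DMSO-only plates and normalized before curve fitting.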
GLP1R ag: GLP-1 receptor (human) agonism. HEK293 GLP-1R CRE-luciferase, luminescence, 4-6 h; cells express a hypersensitive GLP-1R form. Potency, µM (doses to about 45.6 µM), for inactives: at the top dose activation, hits mostly activators. P43220. 380,000 compounds, 0.007% hits; further: % of control where 0% means no effect
GLP1R cytotox: cytotoxic in the GLP-1 receptor inverse agonist counter-screen. Potency, µM (titrated, usually from 38.3 µM), for the others: at the highest dose activity change, negative = inhibition, actives largely listed as inhibitors. HEK293 cAMP-luciferase reporter cells, luminescence, 24 h. AID 624418. 410,000 compounds, 0.13% hits;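 further: loss of luciferase light is scored as toxicity; on the % scale 0 is the no-effect control and ±100 the full control effect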
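To flag toxic compounds, the library was rerun on cells for 24 hr at 37 deg C and 5% CO2. Viability-linked luminescence was captured 12 min after adding luciferase detection reagent.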
Numbers without * were called inactive; ? = inconclusive; nt = not tested or not shown; [ ] = dose if it differs, or a comment. The call rests on the fitted dose curve; in most records, active means well fitted curve in the direction sought with a large enough effect; inconclusive means small, poorly fitted or top-dose-only effect, or another doubt; inactive means no such curve, though single readings can be large; an effect the other way counts as inactive or inconclusive. Potency means the concentration at half of the fitted maximal effect.

Compound | GLP1R ag | HT1080-NT tox | GLP1R cytotox | GLP-1R inv ag | HT1080 IDH1KD tx | KB-3-1 cytotox | SW480 rerep | TDP43 rescue | KB-V1 MDR tox
CO/N=C/CC(=O)c1ccc(OC)cc1 | 19% | 15% | -1% | 10% | 13% | 5% | -12% | -28%[0.397 µM] | 13%
COc1cc2c(cc1OC)C(C)N(C(=O)CCc1c[nH]c3ccccc13)CC2 (centres undefined) | 19% | ? | -18% | -21% | ? | ? | ? | -9% | ?
CCOC(=O)c1c(N)sn(-c2ccccc2)c1=S | -2% | -5% | 6% | 4% | -9% | 9% | -2% | 0% | -19%
CN(c1cccc(NC(=O)c2ccccc2N(C)S(C)(=O)=O)c1)S(C)(=O)=O | -8% | 24% | -7% | 1% | 12% | 4% | -1% | 8% | 16%
Cc1ccc2c(c1)N(C(C)C(=O)NCc1cccs1)C(=O)CO2 (centres undefined) | -5% | 3% | 20% | 16% | 0% | -7% | -41%[inhibitor] | -5% | -12%
CCOc1cnc(-c2c(-c3c(F)cccc3Cl)noc2C)o1 | 10% | -6% | 10% | ? | 2% | -5% | -13% | -12% | 7%
Cc1ccc(/C=C(\NC(=O)c2ccccc2)C(=O)N2CCCC2C(=O)O)cc1 (centres undefined) | -1% | 2% | -7% | 12% | 11% | 6% | 8% | -2%[9.22 µM] | 37%
NC(=O)[C@@H]1CCCN1Cc1c(C(=O)N2CCc3ccccc3C2)nc2ccc(Cl)cn12 | 7% | 8% | -4% | 6% | 2% | 4% | -1% | -2% | 0%
CCn1c(=O)c(C(=O)Nc2ccccn2)c(O)c2ccccc21 | 4% | 4% | -10% | -26% | 3% | ? | 3% | -16% | ?
Cc1ccc(CNC(=O)c2ccc(N3CCC4(CC3)CC(c3ccccc3)=NO4)c(NC(=O)c3ccc(Cl)c([N+](=O)[O-])c3)c2)cc1 | -5% | ? | 5% | 27% | 17% | -18% | -2% | -19% | -2%
Cc1c(C(=O)c2ccc(F)cc2F)c2ccccn2c1CCC#N | 19% | -1% | -3% | 45%[activator] | -8% | -2% | 25% | 5% | -10%
COCCNc1nc(C)c(C(C)=O)s1 | -1% | 10% | -4% | -17% | 15% | -2% | 0% | -15% | -6%
COc1ccc(C2=Cc3ccccc3C(CC(=O)C3CC3)N2c2ccc(-c3cc(OC)c(OC)c(OC)c3)cc2)cc1 (centres undefined) | -2% | 13% | 3% | 17% | 4% | 5% | nt | 16% | -9%
N#Cc1ccccc1OCC(=O)OCC(=O)N1CCCC1 | 0% | 2% | -15% | 1% | 9% | 3% | -3% | -18% | 5%
COc1cccc(-n2c(SCC(=O)NC3CCCC3)nnc2-c2ccco2)c1 | 4% | 14% | -27% | -38% | 6% | 2% | 3% | 16% | -7%
CC(=O)Nc1ccc(NC(=O)COc2ccc(-c3ccc(C#N)cc3)cc2)cc1 | 9% | 2% | -11% | 10% | -8% | 4% | 4% | 5% | -21%
Cn1nc2c(c1C(=O)O)CCCC2 | 2% | 2% | 16% | 5% | 4% | 8% | -2% | -12% | 14%
CCOc1ccc(OCCCC(=O)Nc2nc3ccccc3[nH]2)cc1 | 3% | 5% | -18% | 5% | 8% | 10% | -6% | 9% | 0%
CCN(CCO)Cc1csc2cc(C)ccc12 | 1% | -24% | 22% | ? | -6% | -12% | 1% | -12% | 3%
COc1ccc(C(C)=O)cc1CSc1nnc(Nc2ccc(C)cc2)s1 | 16% | ? | -11% | -2% | ? | ? | 1% | 8% | ?
COCCNC(=O)C1CCCN(S(=O)(=O)c2cccc3nsnc23)C1 (centres undefined) | -4% | 2% | 1% | 0% | 2% | 7% | 2% | -17% | 3%
CCSc1nnc2c(n1)OC(c1sccc1C)N(C(C)=O)c1ccccc1-2 (centres undefined) | nt | nt | -18% | -25% | nt | 9% | nt | 25% | ?
O=C(NC(=S)Nc1ccccc1N1CCOCC1)c1ccc(-c2ccccc2F)o1 | 12% | 7% | -1% | ? | 14% | -4% | 16% | 0% | 0%
Cc1cc(OCC(=O)Nc2ccc(CCO)cc2)c2c(C)c(C)c(=O)oc2c1 | 8% | -12% | -5% | 45%[activator] | -20% | 3% | -28% | 12% | 0%
Cc1ccc(S(=O)(=O)N2CCN(C(C)C(=O)N3CCCc4ccccc43)CC2)cc1 (centres undefined) | 4% | -3% | -3% | -33% | 1% | -10% | -5% | -3% | 0%
O=C1/C(=C/c2ccc(O)c([N+](=O)[O-])c2)SC(=S)N1Cc1ccccc1 | 12% | 23µM* | -19% | 0% | -19% | ? | -6% | -15%[0.397 µM] | ?
S=C(c1ccc(-c2ccccc2)cc1)N1CCOCC1 | 1% | 3% | -6% | -9% | 0% | 17% | -4% | ? | 0%
CCOc1cccc(C2c3c(oc4ccc(F)cc4c3=O)C(=O)N2c2cc(C)ccn2)c1 (centres undefined) | nt | nt | -3% | 3% | nt | 0% | nt | 13% | -2%
CN(NC(=O)c1cccc(Cl)c1)c1nc(-c2ccccc2)nnc1C(F)(F)F | -22% | -21% | ? | ? | -25% | 23µM* | ? | 4% | ?
CCS(=O)(=O)N1Cc2ccccc2CC1C(=O)Nc1ccc(F)cc1 (centres undefined) | 19% | 29% | -11% | 10% | -2% | 0% | -13% | 18% | ?
Cc1ccc2c(c1)C(c1ccccc1)N(C(=O)c1ccc(F)cc1)CC(=O)N2 (centres undefined) | 7% | -10% | -10% | ? | -8% | 18% | -4% | -1% | -1%
COc1cccc(-n2c(SCc3ccccn3)nc3c(c2=O)SCC3)c1 | 13% | 2% | 11% | 6% | -8% | 1% | 5% | -6% | -31%
O=C(Nc1ccccc1)Nc1nnc(Cc2ccccc2F)s1 | -11% | -2% | 17% | ? | -28% | -2% | -1%[9.22 µM] | -6% | 0%
CCOC(=O)C(=CNc1ccc(Cl)cn1)C(=O)OCC | 12% | 16% | 1% | 42%[activator] | 12% | 6% | -7% | 11µM* | -25%
O=C(Nc1ccccc1F)c1nc[nH]c1C(=O)NCc1ccccc1 | -6% | -12% | -16% | -15% | -17% | 0% | nt | ? | ?
O=C(CSc1nc2c([nH]c3ccccc32)c(=O)n1-c1ccc(Cl)cc1)N1CCOCC1 | -7% | nt | 1% | 18% | nt | 5% | nt | 4% | -38%

One compound at a time, as listed above. Order of screens: GLP1R ag	HT1080-NT tox	GLP1R cytotox	GLP-1R inv ag	HT1080 IDH1KD tx	KB-3-1 cytotox	SW480 rerep	TDP43 rescue	KB-V1 MDR tox
Cn1nc2c(c1C(=O)O)CCCC2 in the list: 2%	2%	16%	5%	4%	8%	-2%	-12%	14%
CN(c1cccc(NC(=O)c2ccccc2N(C)S(C)(=O)=O)c1)S(C)(=O)=O in the list: -8%	24%	-7%	1%	12%	4%	-1%	8%	16%
COc1ccc(C(C)=O)cc1CSc1nnc(Nc2ccc(C)cc2)s1 in the list: 16%	?	-11%	-2%	?	?	1%	8%	?
NC(=O)[C@@H]1CCCN1Cc1c(C(=O)N2CCc3ccccc3C2)nc2ccc(Cl)cn12 in the list: 7%	8%	-4%	6%	2%	4%	-1%	-2%	0%

Further compounds.
Compound | GLP1R ag | HT1080-NT tox | GLP1R cytotox | GLP-1R inv ag | HT1080 IDH1KD tx | KB-3-1 cytotox | SW480 rerep | TDP43 rescue | KB-V1 MDR tox
COc1ccc(C(=O)CC(=O)c2ccc(C)cc2)c(O)c1 | 6% | 1% | 448%[activator] | 6% | 7% | -15% | 4% | 15% | -10%
C=CCn1cc(-c2ccccc2)cc(C#N)c1=O | 13% | -2% | -8% | 21% | -1% | 9% | -2% | 20% | 1%
CCOC(=O)CCNC(=O)N1CCCC(C(=O)c2ccccc2SC)C1 (centres undefined) | -4% | 4% | 1% | 8% | 3% | -6% | -16% | 2% | -1%
Cc1ccc(S(=O)(=O)Nc2ccccc2CNc2ccccn2)cc1 | 19% | 0% | -16% | ? | -1% | ? | -3% | 19% | 21µM*
Cc1nn(C(C)C)c(C)c1CN1CCC(C(=O)Nc2cccc(-c3cccc(F)c3)c2)CC1 | 4% | 15µM* | ? | 5µM* | 21µM* | ? | 100% | 17% | ?
CCCN(CCC)S(=O)(=O)c1ccc(C(=O)NCc2n[nH]c(=S)n2-c2ccc(Cl)c(Cl)c2)cc1 | -5% | -10% | 0% | 7% | -9% | 1% | 8% | -8% | 4%
CCOc1ccc2nc(NC(=O)CCC(=O)c3cccs3)sc2c1 | -10% | -6% | -13% | ? | -10% | -4% | 0% | 13% | 1%
COc1cc(/C=C2\SC(=O)N(CCNC(=O)c3c(C)noc3C)C2=O)cc(OC)c1OC | 13% | -3% | 3% | 19% | -3% | -5% | 3% | -5% | -15%
Cc1nnc(C)c2c(C)n(C(C)c3ccccc3)c(C)c12 (centres undefined) | -1% | -5% | 5% | 3% | ? | ? | -3% | -19% | -7%
Cc1noc2ncnc(N3CCCC(C(=O)Nc4cc(F)ccc4F)C3)c12 (centres undefined) | nt | nt | -8% | 3% | nt | 0% | nt | 0% | -21%
COc1cccc(/C=C2\NC(=O)NC2=O)c1O | 4% | 10% | -6% | -8% | 7% | 8% | -11% | -7% | 0%
N#Cc1c(-n2ncnc2-c2cccc(Cl)c2)sc2c1CCCCC2 | nt | nt | 15% | 4% | nt | 5% | nt | -3% | 11%
COc1cc(S(=O)(=O)N2CCOCC2)ccc1N | 0% | 0% | -3% | -14% | 1% | -1% | -9% | -21% | 2%
CC1CCc2c(C(=O)Oc3cccc(-n4cnnn4)c3)csc2C1 (centres undefined) | 10% | -1% | -21% | 51%[activator] | ? | 0% | 2% | -2% | 2%
Cc1ccc(-c2cn3cccnc3n2)cc1NC(=O)Nc1ccc(F)cc1 | -3% | nt | 4% | 15% | nt | -11% | nt | 1% | 6%
Cn1c(CNC(=O)c2ccc3c(c2)OCO3)nnc1SCC(=O)Nc1ccccc1Cl | 4% | 1% | -1% | 8% | 14% | 2% | -6% | 13% | 6%
